UHRF1 binding – UHRF1 methylated DNA binding inhibitors, primary screen, counter-screen for MBD2 inhibitor project, biochemical, TR-FRET, human UHRF1, single concentration | E3 ubiquitin-protein ligase UHRF1 (Homo sapiens), Q96T88 | UHRF1 binding to methylated oligo | inhibition, % at 4.4 µM | hit rate 0.75% among 370,000; in the data active = inhibition above about 21%;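 also: UHRF1 SRA domain binding a hemimethylated CpG hairpin DNA probe; 0% = median of test compound wells and 100% = reference inhibitor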
PG9 Ab binder – binders of HIV-1 gp120 antibody PG9, primary screen, biochemical, TR-FRET; TR-FRET gp120-PG9 antibody binding; hit rate 0.43% among 360,000; HIV-1 gp120 / PG9 antibody interaction; inhibition, % at 6.7 µM; in the data active = inhibition above about 8.5%
rCAG RNA binder – binders of r(CAG) RNA repeats, primary screen, biochemical, fluorescence | hit rate 1.3% among 370,000 | r(CAG) RNA repeat, TO-PRO-1 dye displacement fluorescence | inhibition, % at 3 µM | AID 651821, 2012;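 active = inhibition above the plate cutoff, the mean of all test compounds on that plate plus 3 SD, cut at about 35% in these data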;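 also: 0% = DMSO alone and 100% = 100 µM mitoxantrone as full dye displacement; higher means more dye released from RNA so lower well fluorescence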
PRMT1 FP inh – PRMT1 methyltransferase inhibitors, primary screen, biochemical, fluorescence polarization; Protein arginine N-methyltransferase 1 (Homo sapiens), Q99873; recombinant PRMT1, activity-based probe fluorescence polarization; inhibition, % at 2.79 µM; hit rate 1.3% among 370,000; AID 652257, 2013;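 active = inhibition above about 21% made by adding two undisclosed values, limit read from the data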
TCR CD3 inh – inhibitors of human TCR-CD3 interaction, primary screen, biochemical, fluorescence, TAMRA-labeled TCR probe; T-cell receptor (TCR); inhibition, % at 9.4 µM; hit rate 0.37% among 360,000; AID 651800, 2012; in the data active = inhibition above about 19%;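 also: recombinant mutant TCR 2C K166C tagged with TAMRA read by polarization; 0% = receptor in buffer alone and 100% = receptor with positive control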
ABHD4 inh – ABHD4 inhibitors, primary screen, biochemical, fluorescence polarization, mouse; (Lyso)-N-acylphosphatidylethanolamine lipase (Mus musculus), Q8VD66; purified mABHD4, FP-Rh probe fluorescence polarization; inhibition, % at 8.92 µM; hit rate 0.54% among 370,000; AID 720543, 2013;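 active = inhibition exceeding the mean over every tested compound plus 3 SD, cut at about 30% in these data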;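 also: 0% = plate median of compound wells and 100% = S159A mutant with DMSO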
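Assay system: Wild-type mouse ABHD4 protein | Medium: HEPES pH 7.0 buffer, 150 mM NaCl, 0.01% Pluronic F-127 | Incubation: Enzyme–compound pre-incubation 45 min, then probe 60 min, both 25 °C | Technique: Fluorescence polarization with parallel and perpendicular emission, 525/598 nm | Evaluation: % inhibition of FP-Rh probe binding versus controls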
HTRA1 inh – HTRA1 serine protease inhibitors, primary screen, biochemical, fluorescence polarization, HTS; recombinant HTRA1, FP-rhodamine activity-based probe; inhibition, % at 5.96 µM; hit rate 0.5% among 340,000; AID 504803, 2011; in the data active = inhibition above about 36%;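 also: 0% = enzyme with DMSO and 100% = wells lacking enzyme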
Target sequence (Q92743 whole entry, looked up): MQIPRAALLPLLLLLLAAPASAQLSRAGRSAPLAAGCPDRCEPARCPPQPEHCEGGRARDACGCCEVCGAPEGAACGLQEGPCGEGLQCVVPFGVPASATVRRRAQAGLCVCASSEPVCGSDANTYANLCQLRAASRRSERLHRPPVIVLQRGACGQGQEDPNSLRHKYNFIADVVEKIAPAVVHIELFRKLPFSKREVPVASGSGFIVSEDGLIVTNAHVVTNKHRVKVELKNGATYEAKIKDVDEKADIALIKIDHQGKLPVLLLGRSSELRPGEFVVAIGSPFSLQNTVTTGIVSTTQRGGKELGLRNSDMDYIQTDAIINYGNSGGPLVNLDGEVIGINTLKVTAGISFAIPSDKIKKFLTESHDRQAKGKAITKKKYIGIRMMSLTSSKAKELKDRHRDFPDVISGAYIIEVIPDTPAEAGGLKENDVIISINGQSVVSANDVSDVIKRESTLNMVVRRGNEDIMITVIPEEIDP
Rev-erbA mod – modulators of Rev-erb alpha DNA binding, primary screen, biochemical, FITC-DNA, fluorescence polarization, uHTS; hit rate 0.79% among 370,000; Rev-erbα–FITC-DNA binding, 90 min; Nuclear receptor subfamily 1 group D member 1 (Homo sapiens), P20393; AID 1259318, 2017; activity, % at 10 µM;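 active = activity above about 14%, limit read from the data; passing the limit was not always enough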;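 also: 0% = DMSO wells with 35 nM protein and 100% = DMSO wells with 750 nM protein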
Target sequence (P20393 whole entry, looked up): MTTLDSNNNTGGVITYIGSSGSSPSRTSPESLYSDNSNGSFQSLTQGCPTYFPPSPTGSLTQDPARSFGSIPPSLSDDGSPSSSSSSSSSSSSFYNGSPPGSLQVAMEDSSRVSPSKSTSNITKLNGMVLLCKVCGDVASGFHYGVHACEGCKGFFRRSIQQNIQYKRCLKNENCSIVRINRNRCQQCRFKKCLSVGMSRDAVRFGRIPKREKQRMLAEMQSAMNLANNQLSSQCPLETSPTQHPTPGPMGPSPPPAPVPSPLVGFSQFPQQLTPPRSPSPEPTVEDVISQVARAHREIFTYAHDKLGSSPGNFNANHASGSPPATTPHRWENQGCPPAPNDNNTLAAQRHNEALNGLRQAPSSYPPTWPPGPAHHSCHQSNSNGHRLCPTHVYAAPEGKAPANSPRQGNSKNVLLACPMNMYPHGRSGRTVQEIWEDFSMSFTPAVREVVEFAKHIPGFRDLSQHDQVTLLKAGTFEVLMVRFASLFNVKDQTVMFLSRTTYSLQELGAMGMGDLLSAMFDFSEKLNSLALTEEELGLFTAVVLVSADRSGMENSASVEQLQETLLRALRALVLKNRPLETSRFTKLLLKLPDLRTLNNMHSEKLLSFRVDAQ
LEDGF integ inh – blockers of LEDGF/p75-dependent integrase strand transfer – biochemical, TR-FRET, high throughput, primary screen. inhibition, % at 3.7 µM. HIV-1 integrase (with human LEDGF/p75). hit rate 0.64% among 370,000. TR-FRET IN-LEDGF/p75 DNA integration, Eu/Cy5;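 active = inhibition above the screen-wide mean plus 3 SD, cut at about 13% in these data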;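 also: signal is the Cy5 over europium emission ratio at 671 and 618 nm; 0% = plate median of compound wells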
MBD2 inh – inhibitors of MBD2 binding to methylated DNA, primary screen, biochemical, TR-FRET, DNA-binding domain, human. Methyl-CpG-binding domain protein 2 (Homo sapiens), Q9UBB5. MBD2 binding to methylated oligonucleotide. inhibition, % at 4.4 µM. hit rate 0.31% among 370,000; in the data active = inhibition above about 13%
Starred values were filed as active, the others as inactive; nt = not tested or not shown. Not all compounds are listed; the hit share may differ from the screen's.

compound	UHRF1 binding	PG9 Ab binder	rCAG RNA binder	PRMT1 FP inh	TCR CD3 inh	ABHD4 inh	HTRA1 inh	Rev-erbA mod	LEDGF integ inh	MBD2 inh
O=C(NCCn1cc(SCC(=O)N2CCOCC2)c2ccccc21)c1ccccc1	-2	-1.3	2	0	3	1	-5	-3	1	-5
O=C(NCCc1ccccc1)C1CCCN(S(=O)(=O)c2cccc3nsnc23)C1 (stereo not drawn)	3	-0.2	-1	2	-4	2	2	-6	2	2
COCOc1ccc(C=O)c(O)c1	1	-1.1	1	1	10	4	-2	5	-3	-2
CC(C)C(=O)NNC(=O)CSc1nnnn1C(C)C	-1	0.5	-2	1	2	3	-10	0	-7	1
COC(=O)COc1nc(C)c(Br)c(OC)n1	0	0.3	0	2	7	7	-3	0	1	-6
Cc1ccc(NC(=O)CN(C)C(=O)Cc2c[nH]c3ccccc23)cc1	0	-1.2	2	1	-5	5	-7	-1	-4	2
CCCCOc1ccc(-c2nc(-c3cccnc3)no2)cc1	1	-1.2	-3	-3	8	-2	-3	-9	-2	-6
N/C(=N\OC(=O)CCCC(=O)O)c1ncc(C(F)(F)F)cc1Cl	5	-1.2	1	9	-4	-10	-4	-5	-5	4
CC(C)CC(=O)NC1(C(F)(F)F)C(=O)N(CC(C)C)C2=C1C(=O)CC(C)(C)C2 (stereo not drawn)	1	-2.4	-1	-1	7	-1	3	-3	-2	0
CCCC(=O)NC(NC1CCS(=O)(=O)C1)C(Cl)(Cl)Cl (stereo not drawn)	-1	-1.1	-1	-4	3	0	3	-1	4	-1
O=C(CC1SC(=Nc2ccc(OC(F)F)cc2)N(CCN2CCOCC2)C1=O)Nc1ccc(F)cc1F (stereo not drawn)	0	-1.0	-7	-10	-1	-7	-3	-3	-1	-6
Cc1ccccc1NC(=O)Cc1nc(COC(=O)c2ccc(NC(N)=O)cc2)cs1	-1	-0.2	20	5	-8	16	-33	-5	0	2
CCOc1ccccc1/C=C/C(=O)NCC(=O)N1CCC(N(C)C2CCCCC2C)CC1 (stereo not drawn)	-3	-0.1	-7	1	5	-2	-2	-1	1	-10
CCOCN(C(=O)Cn1cnc2ccccc21)c1c(C)cccc1CC	-2	0.5	-7	-1	-5	3	-3	8	2	-1
O=C(CNS(=O)(=O)c1cccc(Br)c1)NCC1CCCCC1	0	0.1	-1	-6	4	-4	-6	6	0	-4
CCC(C)N=C1CC(C)(C)CC(=O)/C1=C(/O)Cc1ccccc1 (stereo not drawn)	-3	-2.5	-8	0	3	-3	-1	1	3	-2
CCOC(=O)C1CCCN(C(=O)Cc2c(C(=O)O)[nH]c3ccccc23)C1 (stereo not drawn)	-1	-1.0	4	-2	5	1	3	0	-2	2
CCC(NS(=O)(=O)c1ccc(OC)cc1)C(=O)NCCc1ccccc1 (stereo not drawn)	0	-1.0	-3	2	6	-2	4	2	-1	-2
O=C(Nc1ccc(N2CCCC2)c(Cl)c1)c1cccnc1	-2	-0.5	9	7	-7	-11	-8	-10	0	-5
CC(C)n1c(SCC(=O)N2CCN(C(=O)c3ccco3)CC2)nc2c1c(=O)n(C)c(=O)n2C	-3	-0.4	-6	-4	0	-6	7	-3	1	2

Rewritten with each value named: entries from further up.
CCCC(=O)NC(NC1CCS(=O)(=O)C1)C(Cl)(Cl)Cl (stereo not drawn)
  UHRF1 binding = -1	PG9 Ab binder = -1.1	rCAG RNA binder = -1	PRMT1 FP inh = -4	TCR CD3 inh = 3	ABHD4 inh = 0	HTRA1 inh = 3	Rev-erbA mod = -1	LEDGF integ inh = 4	MBD2 inh = -1

O=C(CC1SC(=Nc2ccc(OC(F)F)cc2)N(CCN2CCOCC2)C1=O)Nc1ccc(F)cc1F (stereo not drawn)
  UHRF1 binding = 0	PG9 Ab binder = -1.0	rCAG RNA binder = -7	PRMT1 FP inh = -10	TCR CD3 inh = -1	ABHD4 inh = -7	HTRA1 inh = -3	Rev-erbA mod = -3	LEDGF integ inh = -1	MBD2 inh = -6

New compounds follow:
compound	UHRF1 binding	PG9 Ab binder	rCAG RNA binder	PRMT1 FP inh	TCR CD3 inh	ABHD4 inh	HTRA1 inh	Rev-erbA mod	LEDGF integ inh	MBD2 inh
O=C(CSc1ccc2ccccc2n1)Nc1nsc(-c2ccc(Cl)cc2)n1	1	-0.6	0	-7	6	-1	6	-6	1	-1
O=C(N/N=C(\c1ccccc1)c1cccnc1)C(O)(c1ccccc1)c1ccccc1	-3	-0.2	1	-1	3	-6	-6	4	1	4
CCOC(=O)C1=CCN(S(=O)(=O)c2ccc(C)cc2)C1c1ccc(Cl)c(Cl)c1 (stereo not drawn)	1	0.2	4	1	2	-6	nt	-2	-3	-1
CC(C)Oc1cc(F)ccc1-c1cc(C(=O)NCCc2ccncc2)[nH]n1	-1	0.8	-1	-1	10	1	nt	-2	4	-4
CCc1ccc(OC)c(S(=O)(=O)NCCOc2ccccc2)c1	-3	-2.3	-4	-3	3	-2	-6	-1	1	-2
Nc1ccc(NC(=O)c2ccc(C(=O)Nc3ccc(N)cc3)cc2)cc1	8	-1.9	3	6	-5	-15	-6	1	-8	8
C=CCN1C(=O)c2ccc(C(=O)OCC(=O)Nc3ccccc3OC)cc2C1=O	5	1.3	3	6	-3	-12	-1	3	1	1
COc1ccc(CC(=O)NNC2=Nc3cccc4cccc2c34)cc1	4	-4.4	3	4	-4	-14	nt	3	-1	10
CCc1ccc(NSc2ccccc2[N+](=O)[O-])cc1	-3	0.2	6	2	9	3	4	-4	0	-7
O=C(c1ccccc1)c1ccccn1	3	-3.6	0	1	1	6	-2	2	1	2
O=C(COc1ccccc1Cl)NNC(=O)Cn1[nH]c(=O)c2ccccc2c1=O	3	1.0	5	3	7	5	3	6	-2	-3
COc1cc(C(=O)NC(=S)Nc2nccs2)cc(OC)c1OC	0	-3.0	2	3	0	0	3	6	0	2
Cc1ccc(C(=O)CSc2cnc3ccccc3n2)cc1C	-5	2.5	3	-1	1	-8	-30	30*	1	1
NC(=O)C1(N2CCCCC2)CCN(C(=O)c2ccccc2)CC1	0	1.2	-1	1	-6	1	-1	0	3	-8
Cc1ccc(Nc2nc(-c3sc(N)nc3C)cs2)cc1	-6	-2.5	15	1	-2	16	50*	-2	7	-9
O=C(O)COCC(=O)NCc1csc2ccc(Cl)cc12	5	-3.2	5	-6	6	-2	3	-8	4	5
O=C(Nc1ccccc1F)c1ccc(CSc2ccccc2)o1	-3	-1.3	-2	-2	5	-11	-20	1	-1	-2
CN1CCN(C(=O)N2c3ccccc3C=Cc3ccccc32)CC1	-1	0.7	-8	-2	1	5	-1	1	1	3
CCn1c(CNc2ccc(Cl)cc2)nnc1SCc1ccc(Cl)cc1	-1	-0.1	-5	2	7	0	-22	-4	-1	-5
O=S1(=O)CCOC[C@H](Cc2ccccc2)N1Cc1ccccc1	3	-1.1	-1	2	-1	-2	-1	1	1	-1
O=S(=O)(NC(=NC1CCCCC1)c1ccccc1)c1ccccc1	-1	-1.1	-6	5	0	0	2	6	-3	-1
Cc1c2c(n3c(nc4ccccc43)c1C#N)N(CCCN(C)C)CC2	4	-4.1	3	3	-1	3	4	4	-1	3
Cc1ccc(CN2CCN(Cc3cccn3-c3ccccn3)CC2CCO)o1 (stereo not drawn)	-1	-1.1	-6	-2	7	-1	0	-4	1	-7
C/C(=N/NC(=O)c1cccs1)c1ccc(NC(=O)COc2ccc(Cl)cc2Cl)cc1	2	1.6	4	-4	5	-10	-3	-6	0	-3
COc1ccc(S(=O)(=O)N2CCN(c3c(C)cccc3C)CC2)cc1OC	-2	-1.2	2	5	3	-2	-18	-2	-2	-1
CN(CCOc1ccccc1)CC(=O)Nc1ccc(S(=O)(=O)N2CCCC2)cc1	25*	-0.2	3	6	0	10	-4	2	0	11
O=C(OCC#CCSc1nnc(-c2c[nH]c3ccccc23)o1)c1ccc(F)cc1	-2	nt	nt	1	nt	-45	nt	0	-2	-3
CCOCCn1c(CN2CCCC(C)C2)nc2c1c(=O)n(C)c(=O)n2C (stereo not drawn)	1	0.9	0	-7	7	2	0	4	2	2
CCCCCCSc1ccc(-c2nc3cnccn3c2NC2CCCCC2)cc1	-1	1.4	8	3	2	5	nt	15	1	0
CC(C)c1ccc(C2(C)NC(=O)N(CC(=O)NC3(C#N)CCCC3)C2=O)cc1 (stereo not drawn)	-4	2.1	0	0	3	0	-1	3	2	-1
O=C(CN(C(=O)CCC(=O)Nc1nccs1)c1cccc(F)c1)NCC1CCCO1 (stereo not drawn)	2	0.5	-4	1	3	2	-6	-2	-1	-5
CC(=O)NC(c1ccc(F)c(F)c1)c1nc(-c2cccc(C(F)(F)F)c2)cs1 (stereo not drawn)	3	1.8	2	-6	3	-11	nt	3	0	-3
COc1cccc(-n2nnnc2SCC(=O)NCc2ccc3c(c2)OCO3)c1	4	-1.3	-7	-4	-2	0	3	-5	-3	1
O=C(NNC(=O)c1cccc(Br)c1)Nc1ccc(Cl)cc1	0	0.7	4	0	-2	2	-1	-8	2	-1
Cc1nn(CCC#N)c2nc(-c3ccccc3)cc(C(F)(F)F)c12	-1	0.3	-3	3	-7	-7	-11	-4	-1	1
Oc1ccccc1N1CCN(C(c2ccccc2)c2ccccc2)CC1	1	-2.0	10	0	-4	-3	-7	10	0	-1
Cn1c(=O)c(=O)n(C)c2cc(S(=O)(=O)NCCc3ccccc3)ccc21	-2	0.8	0	0	8	2	-2	0	4	-6
O=C(Nc1cc2c(cc1Cl)OCCCO2)c1ccco1	3	-0.7	-5	-1	3	8	8	-4	2	5
CCOC1=CC(=O)OC(c2ccccc2)C1 (stereo not drawn)	0	-0.4	4	5	2	-1	7	-2	0	4
Cc1ccccc1C(=O)Nc1nnc(SCC(=O)NC2CC2)s1	7	1.0	-2	6	-1	-2	9	8	2	7
Cn1c(=O)[nH]c(=O)c2c1nc(SCCN1CCOCC1)n2CCCc1ccccc1	2	19*	2	-6	-7	-4	3	-12	8	0
O=C(NCCCN1CCCC1=O)C1CCN(S(=O)(=O)N2CCOCC2)CC1	1	-0.9	0	-3	6	4	6	-2	-3	1
CC(NC(=O)/C=C/c1ccco1)c1nc2ccccc2n1Cc1c(Cl)cccc1Cl (stereo not drawn)	1	0.8	8	6	3	2	-14	3	1	-4
CN(CC(=O)Nc1ccccc1C(=O)N1CCCC1)S(=O)(=O)c1ccc(Cl)cc1	1	-2.9	1	-2	-4	-3	-1	-2	4	-4
O=C(Nc1nccs1)C1CCN(S(=O)(=O)c2cnc[nH]2)CC1	-2	-0.2	0	2	5	-2	-1	-5	-1	1
CC(=O)Nc1ccc(OS(=O)(=O)c2cc(Cl)ccc2C)cc1	-1	0.6	1	0	0	-6	-1	0	3	-5
CC(C)(C)C(=O)COC(=O)C1CC(=O)N(c2ccccc2)C1 (stereo not drawn)	1	-0.5	-2	1	-4	-2	7	7	-3	-1
